Screening results as filed in PubChem BioAssay.
N370S GC mod: qHTS Assay for Inhibitors and Activators of N370S glucocerebrosidase as a Potential Chaperone Treatment of Gaucher Disease. N370S GC spleen homogenate, 4MU-glucoside fluorescence. Potency, µM (highest dose often 59.4 µM), for the others: at the highest dose activity change, negative = inhibition, usual class: inhibitors. hit rate 0.092% among 330,000;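 note: 0% = full enzyme activity and -100% = no enzyme basal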
FEN1 inh: qHTS Assay for the Inhibitors of Human Flap endonuclease 1 (FEN1) | Potency, µM (highest dose often 114 µM), for inactives: at the top dose activity change, negative = inhibition, actives largely listed as inhibitors | hit rate 0.35% among 390,000 | P39748 | Recombinant FEN1 flap cleavage, fluorescence, 15 min; note: nearly all actives have a fitted effect of over 65% in size
Target sequence (P39748 whole entry, looked up): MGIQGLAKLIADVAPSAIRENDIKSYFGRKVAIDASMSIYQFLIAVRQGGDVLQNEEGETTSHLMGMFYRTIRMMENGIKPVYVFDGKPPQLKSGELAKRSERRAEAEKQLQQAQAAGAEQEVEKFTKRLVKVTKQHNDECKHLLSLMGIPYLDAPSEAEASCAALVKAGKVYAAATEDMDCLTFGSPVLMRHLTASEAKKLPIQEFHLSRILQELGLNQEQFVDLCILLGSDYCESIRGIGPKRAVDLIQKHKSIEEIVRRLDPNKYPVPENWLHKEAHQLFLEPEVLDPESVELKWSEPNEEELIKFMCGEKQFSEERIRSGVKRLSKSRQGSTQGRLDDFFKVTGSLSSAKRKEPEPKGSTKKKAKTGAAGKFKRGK
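In this screen, 50 nM flap DNA substrate was added to 10 nM FEN1 pretreated with compound for 15 min at room temperature; cleavage was followed with reads at 0 and 15 min, and Hill fitting gave concentration–response parameters.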
TDP1 block: qHTS Assay for Inhibitors of Tyrosyl-DNA Phosphodiesterase (TDP1); hit rate 0.28% among 350,000; recombinant TDP1, AlphaScreen DNA substrate cleavage; AID 485290, 2010; Potency, µM (series often up to 130 µM), inactives show top-dose activity change, negative = inhibition, actives largely listed as inhibitors; Tyrosyl-DNA phosphodiesterase 1 (Homo sapiens), Q9NUW8; note: nearly all actives have a fitted effect of over 40% in size
Target sequence (Q9NUW8 whole entry, looked up): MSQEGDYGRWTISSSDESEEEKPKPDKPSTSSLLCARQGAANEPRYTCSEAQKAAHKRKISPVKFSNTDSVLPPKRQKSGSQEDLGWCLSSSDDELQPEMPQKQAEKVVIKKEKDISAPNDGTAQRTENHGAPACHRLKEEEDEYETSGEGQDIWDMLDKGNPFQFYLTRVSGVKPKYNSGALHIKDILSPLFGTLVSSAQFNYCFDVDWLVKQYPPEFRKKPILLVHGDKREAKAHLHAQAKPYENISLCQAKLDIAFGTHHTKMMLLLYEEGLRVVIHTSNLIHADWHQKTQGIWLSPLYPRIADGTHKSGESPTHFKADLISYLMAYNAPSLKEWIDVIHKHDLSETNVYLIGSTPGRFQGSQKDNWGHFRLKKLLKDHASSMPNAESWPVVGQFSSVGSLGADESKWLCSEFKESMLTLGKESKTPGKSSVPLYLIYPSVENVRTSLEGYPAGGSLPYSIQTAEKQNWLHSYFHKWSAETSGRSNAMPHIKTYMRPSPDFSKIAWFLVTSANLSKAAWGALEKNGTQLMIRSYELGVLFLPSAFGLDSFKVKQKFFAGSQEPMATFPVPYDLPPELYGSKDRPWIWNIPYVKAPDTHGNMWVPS
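Recombinant human Tdp1 (E. coli-expressed, 1 nM final) preincubated with compounds 15 min at room temperature, then 5'-biotin/3'-phosphotyrosine-FITC DNA substrate (15 nM final) added for 5 min. AlphaScreen beads (10 ug/ml final) added 10 min; cleavage lowers signal.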
* = called active by the depositor; ? = inconclusive; / = no result given; & = joins results of further samples; [ ] = remark or other dose. Calls come from the whole dose curve; as a rule, active = well fitted curve in the direction sought with a large enough effect; inconclusive = small, poorly fitted or top-dose-only effect, or another doubt; inactive = no such curve, though single readings can be large; an effect the other way counts as inactive or inconclusive. Unless noted, % is set by controls: 0 for no effect and ±100 for the full control effect; potency is the fitted concentration of half-maximal effect.

structure	N370S GC mod	FEN1 inh	TDP1 block
Cc1cc(C)n2nc(C(=O)NCC(=O)Nc3ccc(F)c(F)c3)nc2n1	-3%	6%	-1%
COc1ccc(CNCC(O)(c2ccccc2)c2ccc(Cl)cc2)cc1 (configuration not stated)	0%	-18%	4%
COc1cccc(CN(C)C(=O)CSC(C)C(=O)Nc2cc(C)on2)c1OC (configuration not stated)	-2%	-6%	/
CSc1ccccc1NC(=O)c1cc(CC(C)C)on1	11%	-3%	4%
C/C(=N\NC(=O)c1nnn(-c2nonc2N)c1C(C)C)c1ccncc1	-1%	-8%	/
COc1cc(C2C(C(=O)c3ccco3)=C(O)C(=O)N2CCc2ccccc2)ccc1O (configuration not stated)	3%	-1%	-1%
CN1C(=O)C2(SCC(=O)N2c2ccc(F)cc2)c2ccccc21 (configuration not stated)	/	0%	6%
O=C(Nc1cccc(S(=O)(=O)NC2=NCCC2)c1)c1ccc(=O)[nH]c1	/	18%	1%
O=S(=O)(Nc1cc(Cl)ccc1N1CCCCC1)c1cccs1	16%	-21%	7%
COc1ccc(-c2nc3ccccc3c(C(=O)Nc3ccc(S(=O)(=O)Nc4cc(C)on4)cc3)c2C)cc1	?	0%	7%
COc1ccccc1NC(=S)N1CCN(C(=O)C2CCCO2)CC1 (configuration not stated)	-16%	23%	-2%
Cn1ncc(Br)c1C(=O)NC1CCCCCCC1	2%	-8%	-2%
COc1cc(S(=O)(=O)Nc2ccccc2C(=O)N2CCCC2)ccc1NC(C)=O	-12%	8%	-7%
C=CCn1c(C2CC(=O)N(c3ccc(C)cc3)C2)nc2ccccc21 (configuration not stated)	8%	-4%	0%
C=CCSc1nc(N)c(C(=O)Nc2ccccc2OC)cc1C(=O)Nc1ccccc1	26%	-4%	2%
COc1ccc(Cl)cc1C(=O)Nc1ccc2nc(Nc3cccc(Cl)c3)cc(C)c2c1	/	14%	0%
Cc1cc2ncn(C(=O)c3c(-c4c(Cl)cccc4Cl)noc3C)c2cc1C	2%[2.35 µM]	-1%	0%
COC(=O)c1ccccc1NC(=O)CN1CCC(n2nnc3cc(C(F)(F)F)ccc32)CC1	-10%	8%	8%
CCCN1C(=O)C(O)(CC(=O)c2ccc(CC)cc2)c2cc(Br)ccc21 (configuration not stated)	/	-15%	9%
CC(C)c1ccc(Nc2nnc(SCC(=O)Nc3ncc(S(=O)(=O)c4ccc([N+](=O)[O-])cc4)s3)s2)cc1	0%	-1%	3%
COc1ccccc1C(=O)NC(=S)Nc1ccc(N2CCN(C(=O)c3ccco3)CC2)cc1	-1%	-7%	6%
CCOC(=O)Cn1c(=O)oc2cc(S(=O)(=O)N(C)Cc3ccccc3)ccc21	2%	1%	2%
COc1ccc(-c2nnnn2C)cc1S(=O)(=O)NCCc1ccccc1	0%	7%	4%[56.1 µM]
NC(=O)CN(c1ccc([N+](=O)[O-])cc1)S(=O)(=O)c1ccccc1	-15%	0%	3%
CNC(=O)OCCSCCS(=O)(=O)c1ccc(Cl)cc1	-5%	2%	3%
Cc1ccc(S(=O)(=O)c2ccc(Cl)cc2)cc1S(N)(=O)=O	2%	-2%	/
COc1cc(CO)ccc1OCC(=O)Nc1cccc2ccccc12	-9%	10%	5%
CCOC(=O)c1c(NC(=O)c2ccc(N3C(=O)C4C5C=CC(C5)C4C3=O)cc2)sc2c1CCCC2 (configuration not stated)	-3%	3%	-5%
Cc1cc(C)n2nc(C(=O)OCC(=O)NNC(=O)c3ccccc3)nc2n1	/	21%	2%
O=c1c2ccccc2ncn1CCCCOc1ccccc1F	-3%	18%	/
O=S(=O)(/N=C(/Nc1ccccc1)c1ccccc1)c1cccs1	17%	13%	-3%
CCN(CCCNC(=O)C1CCN(S(=O)(=O)c2cnc[nH]2)CC1)c1ccccc1	7%	-3%	7%
COc1ccccc1CN1CCN(C(c2ccccc2)c2ccccc2)CC1	-17%	-4%	/
COc1ccccc1-c1nc2ccccc2c(=O)n1NC(=O)c1cccs1	1%	-4%	3%
Cc1cccc(-n2nnc(C(=O)NCc3ccco3)c2N)c1	1%	-5%	2%
O=C(CNC(=O)c1ccco1)N=Nc1c(O)n(CCc2ccccc2)c2ccccc12	17%	13%	/
O=C(CCn1c(=O)oc2ccccc21)NC1=NCCS1	0%	0%	3%
CCc1cc2c(=O)nc3n(c2s1)Cc1ccccc1/C3=C(/O)c1ccc(F)cc1	14%	/	4%
c1ccc2c(NCCc3c[nH]c4ccccc34)c3ccccc3nc2c1	-15%	?	/
Cc1[nH]c(=O)[nH]c(=O)c1S(=O)(=O)Nc1ccc(Oc2ccccc2)cc1	?	-6%	7%
Cc1nn(CCCC(=O)Nc2sc3c(c2C#N)CCC3)c(C)c1[N+](=O)[O-]	-5%	-1%	0%
COc1ccc(N2CCN(C(=O)c3cc(C)on3)CC2)cc1	8%	15%	5%
CN(Cc1ccccc1)c1ccc(C(=O)O)cc1[N+](=O)[O-]	3%	-6%	4%
COc1ccc(Cc2nc(-c3ccccn3)no2)cc1	4%	-10%	3%
CC(C(=O)Nc1ccccc1Sc1ccccc1)N(c1ccccc1)S(C)(=O)=O (configuration not stated)	-21%	-10%	-5%
CCN(CC)S(=O)(=O)c1cc(C(=O)OCC(=O)Nc2c(F)cccc2F)ccc1F	4%	-1%	8%
CC1CC(C)CN(C(=O)CSc2nc3ccsc3c(=O)n2Cc2ccccn2)C1 (configuration not stated)	17%	-14%	-2%
Cc1ccc(C(=O)OCC(=O)NCc2ccco2)cc1S(=O)(=O)N1CCOCC1	-16%	0%	-12%
CCCOc1ccc2c(c1)C(=NN=C(N)N)c1cc(OCCC)ccc1-2	?	-11%	/
OC(COc1ccc2ccccc2c1Cl)CN1CCOCC1 (configuration not stated)	-2%	11%	-2%

The listing continues:
structure	N370S GC mod	FEN1 inh	TDP1 block
COc1ccc(C(=O)NC(=S)Nc2ccc3[nH]c(=O)[nH]c3c2)c(OC)c1	0%	-4%	4%
COC(=O)c1cc(CNC(=O)CCCSc2ccccc2)ccc1OC	-1%	-11%	8%
Cc1sc2nc(C3CC3)nc(SCC(=O)NCc3ccco3)c2c1C	-14%	5%	6%
NS(=O)(=O)c1ccc(NC(=O)C2CCCO2)cc1 (configuration not stated)	-11%	1%	1%
O=C(CNC(=O)C1CCCCC1)Nc1ccccc1	-6%	8%	7%
COc1ccccc1Nc1nc(-c2ccccc2Cl)c2cc(Br)ccc2n1	/	8%	-8%[12.3 µM]
Cc1nn(C)c(C(=O)NNC(=S)NCC(C)C)c1Cl	7%	-1%	0%
C=CCn1c(SCC(=O)c2ccc(F)cc2)nnc1-c1ccc2c(c1)OCO2	-9%	-15%	1%
Cc1cccc(-c2nn(-c3ccccc3)cc2C(=O)N2CCN(C3CCS(=O)(=O)C3)CC2)c1 (configuration not stated)	/	0%	2%
COc1cc(OC)cc(C(=O)NC(C)CCc2ccccc2)c1 (configuration not stated)	-7%	-5%	/
COc1ccc(CNC(=O)C2CCN(S(=O)(=O)c3ccc4c(c3)N(C(C)=O)CCO4)CC2)cc1	-10%	-12%	-14%
CCOC(=O)CSc1nnc(CNC(=O)c2ccc([N+](=O)[O-])cc2)n1C	-2%	0%	-2%
COc1cc(/C=C/C(=O)OCC(=O)N2c3ccccc3CC2C)cc(OC)c1OC (configuration not stated)	/	-8%	3%
Cc1cccc(Nc2nc(N)nc(CCl)n2)c1	4%	-1%	1%
CS(=O)(=O)N(CC(=O)O)c1ccc(C23CC4CC(CC(C4)C2)C3)cc1	3%	-10%	/
O=C(N/N=C/c1cccc(Cl)c1)C1CCCC1	-1%	-12%	2%
CCCCNC(=O)CCn1c(=S)[nH]c2cc3c(cc2c1=O)OCO3	-23%	-3%	0%
O=C(CCN1N=C(c2ccccc2)CCC1=O)NCCCN1CCOCC1	-12%	21%	2%
CCCOc1ccc(C(=O)NNC(=S)NC(=O)c2ccccc2)cc1	2%	13%	/
CCCCN(C(=O)c1[nH]c(C)c(C(C)=O)c1C)c1c(N)n(CCCC)c(=O)[nH]c1=O	4%	0%	/

Arranged by length of the SMILES (rising): five of the compounds above
structure	N370S GC mod	FEN1 inh	TDP1 block
Cc1cccc(Nc2nc(N)nc(CCl)n2)c1	4%	-1%	1%
O=C(N/N=C/c1cccc(Cl)c1)C1CCCC1	-1%	-12%	2%
CCCOc1ccc(C(=O)NNC(=S)NC(=O)c2ccccc2)cc1	2%	13%	/
CCCCNC(=O)CCn1c(=S)[nH]c2cc3c(cc2c1=O)OCO3	-23%	-3%	0%
COc1cc(/C=C/C(=O)OCC(=O)N2c3ccccc3CC2C)cc(OC)c1OC (configuration not stated)	/	-8%	3%

(cont.)
structure	N370S GC mod	FEN1 inh	TDP1 block
COc1ccc(-c2cc3c(=O)n(CC(=O)Nc4ccc(Br)c(C)c4)ccn3n2)cc1OC	/	4%	-1%
CCOc1c2ccc(C(=O)NCCCCc3ccccc3)cc2nn1CC	3%[12.8 µM]	-17%	-6%
Cc1cc(C(=O)CSc2nnc(-c3cccnc3)n2-c2ccccc2F)c(C)n1C	-6%	7%	4%
COC(=O)c1ccccc1NC(=O)c1cc(-c2ccc(Cl)cc2)on1	/	0%	3%
CS(=O)(=O)c1ccccc1C(=O)Nc1nc2ccccc2[nH]1	0%	-3%	3%
COc1cc(C(=O)NCCSc2c(-c3ccccc3)[nH]c3ccccc23)cc(OC)c1OC	/	-14%	9%
COc1ccc(CCC(=O)NNC(=O)c2cc(Cl)ccc2OC)cc1	-1%	-2%	7%
COc1ccccc1/C=C1\SC(=S)N(CC(=O)NC2CCS(=O)(=O)C2)C1=O (configuration not stated)	-11%	-7%	3%
CS(=O)(=O)c1ccc(C(=O)Nc2cc(-c3ccccc3)nn2-c2ccccc2)cc1	-11%	0%	1%
S=c1[nH]nc(COc2ccc(Cl)cc2)n1Cc1ccco1	-7%	-16%	-2%
COc1ccc(C)cc1NC(=O)c1cccc(C(=O)Nc2cc(C)ccc2OC)c1	-17%	-2%	/
CCOC(=O)[C@H]1[C@H]2COc3cc(OC)ccc3[C@@H]2N2C(=O)N(c3cccc(Cl)c3)C(=O)[C@@]12C	18%	-19%	/
O=C(CN1CCN(c2ncccn2)CC1)N1CCCC1	0%	0%	/
COc1ccc(S(=O)(=O)N2CCOCC2)cc1NC(=O)CCOc1ccc(C(C)(C)C)cc1	0%	-22%	4%
COc1cc2c(cc1OC)C(=O)Cc1ccc3c(c1CN(C)CC2)OCO3	-7%&-5%&0%	2%	6%
CC1CCN(S(=O)(=O)c2ccc3c(ccc(=O)n3CC(=O)NCc3ccc(Cl)cc3)c2)CC1	/	0%	-1%
CCC(C)(C)NC(=O)C(OC(=O)c1ccco1)c1ccccc1F (configuration not stated)	11%	4%	0%
O=C(Nc1ccccc1)C1=C[C@H](C2CC2)C[C@H](OCCCCO)O1	17%	-8%	4%
Cc1ccc(-c2nc(CSc3nc4ccccc4c(=O)n3CCO)cs2)cc1	8%	-20%	6%
O=C1CCC(C(=O)Nc2cccc(S(=O)(=O)Nc3ccccc3F)c2)=NN1	/	?	1%
Cc1ccc(NC(=O)CSCc2cc(=O)n3ccsc3n2)cc1	-14%	20%	0%
Cc1cccc(NC(=S)N(Cc2cccc(Br)c2)CC2CCC(C(=O)O)CC2)c1 (configuration not stated)	1%	4%	1%
COC(=O)CC1Oc2ccc(F)cc2-n2cc(-c3ccc(C)cc3)nc21 (configuration not stated)	/	-8%	5%
Cc1cc(C)c2c(=O)[nH]c(SCC(=O)c3ccc(C(C)C)cc3)nc2n1	4%	6%	2%
O=C(CSCc1cc(=O)[nH][nH]1)Nc1ccc(F)cc1	-16%	-7%	-3%
Cc1cccc(C)c1NS(=O)(=O)c1ccc2c(c1)C(=O)c1ccccc1C2=O	1%	-1%	3%
CCCc1nc(SCC(=O)Nc2nnc(CC)s2)c2c(=O)n(C)c(=O)n(C)c2n1	-3%	-4%	3%
COc1ccc(C2=NS(=O)(=O)N(C)C(C(=O)NCc3ccc(F)cc3)=C2)cc1OC	-4%	-19%	/
CCCCN(C)CCNC(=O)c1cc(-c2ccc(Cl)s2)nc2ccccc12	/	-3%	0%
COCCNC(=O)c1cccc(C)c1[N+](=O)[O-]	-3%	6%	2%
CC(=O)c1cccc(NC(=O)NC2CC3CCCC(C2)N3CC(C)C)c1 (configuration not stated)	1%	-1%	7%
COc1ccc(N(CC(=O)N2CCOCC2)S(C)(=O)=O)cc1	-5%	-2%	/
